# ABCG2 block: ABCG2 efflux pump inhibitors, primary screen, multiplex with ABCB1, IgMXP3 cells, flow cytometry | Broad substrate specificity ATP-binding cassette transporter ABCG2 (Homo sapiens), Q9UNQ0 | JC-1 efflux | inhibition, % at 6.6 µM | 190,000 compounds, 0.1% hits | AID 1325, 2008;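 active means inhibition above 80%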;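 further: 0% = DMSO and 100% = nicardipine control wells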
# Target sequence (Q9UNQ0 whole entry, looked up): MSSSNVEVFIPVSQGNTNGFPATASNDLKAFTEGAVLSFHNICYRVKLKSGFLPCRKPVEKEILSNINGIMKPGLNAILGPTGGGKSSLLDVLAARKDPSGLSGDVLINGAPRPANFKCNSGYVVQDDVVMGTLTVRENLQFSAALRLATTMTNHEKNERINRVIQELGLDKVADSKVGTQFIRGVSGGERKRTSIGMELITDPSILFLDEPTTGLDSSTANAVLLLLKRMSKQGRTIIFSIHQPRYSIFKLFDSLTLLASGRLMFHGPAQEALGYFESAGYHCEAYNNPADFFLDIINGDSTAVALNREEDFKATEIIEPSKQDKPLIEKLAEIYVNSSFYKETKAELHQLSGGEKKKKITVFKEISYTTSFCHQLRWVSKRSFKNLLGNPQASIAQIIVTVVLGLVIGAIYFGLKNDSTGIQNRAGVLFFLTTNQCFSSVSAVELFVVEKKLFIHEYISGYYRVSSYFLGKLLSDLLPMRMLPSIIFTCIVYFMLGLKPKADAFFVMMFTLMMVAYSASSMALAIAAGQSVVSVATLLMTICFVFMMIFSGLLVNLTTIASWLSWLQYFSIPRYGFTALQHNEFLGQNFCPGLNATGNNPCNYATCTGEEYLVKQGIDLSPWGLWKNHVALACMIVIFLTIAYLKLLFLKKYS
#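 Test system: IgMXP3 (ABCG2) plus far-red-tagged CCRF-Adr (ABCB1) cells / Amount: 3 million cells/mL in well / Reagent: JC-1 transporter substrate / Timing: 10 min compound exposure, 25 °C / Signal: flow cytometry, 530 nm JC-1 signal / Read-out: percent efflux inhibition, scaled nicardipine 100% to DMSO 0% / Benchmarks: nicardipine as high control, DMSO as low control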
# Avidin fluor: green autofluorescence of compounds with avidin beads – biophysical, 488/530 nm, flow cytometry, artefact control, profiling panel | fluorescence (KMESF) at 10 µM | AID 1775, 2009 | 220,000 compounds, 0.38% hits | compound fluorescence 488/530 nm; active compounds read high; in the data active means fluorescence above about 47; further: inactives centre near 10
# GSH bead fluor: compound fluorescence on glutathione beads, profiling panel, artefact control, biophysical, 488/530 nm, flow cytometry. fluorescence (KMESF) at 10 µM. 190,000 compounds, 0.25% hits. GSH beads flow cytometry, compound fluorescence 488/530 nm; active compounds read high. AID 1776, 2009; in the data active means fluorescence above about 89;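 further: glutathione beads carrying GST-tagged Bcl family fusion proteins plus one bare bead set; values are compound well signal with DMSO vehicle wells as background; inactives centre near 16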
# Pf gametocyte: late stage P. falciparum gametocyte viability inhibitors, primary screen, ATP luminescence, HTS | 150,000 compounds, 0.065% hits | inhibition, % at 10.9 µM | AID 743093, 2013 | P. falciparum stage V gametocytes, 24 h;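 active means inhibition above the mean plus 3 SD of compounds within the control limits, set per campaign, cut at about 38% in these data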;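 further: 0% = DMSO wells and 100% = medium only without gametocytes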
# Mcl1 Bid PPI: Mcl-1/Bid binding inhibitors, primary screen, biochemical, TR-FRET, 1536-well; Induced myeloid leukemia cell differentiation protein Mcl-1 (Homo sapiens), Q07820; TR-FRET Mcl-1/Bid-Dy647 peptide binding; inhibition, % at 21.7 µM; 220,000 compounds, 0.97% hits;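 active means compounds that cut the binding signal by more than half at the single screening dose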;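 further: His-tagged Mcl-1 with europium anti-His antibody binding Bid BH3 peptide; 0% = Mcl-1 plus peptide wells and 100% = peptide-only wells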
# Target sequence (Q07820 whole entry, looked up): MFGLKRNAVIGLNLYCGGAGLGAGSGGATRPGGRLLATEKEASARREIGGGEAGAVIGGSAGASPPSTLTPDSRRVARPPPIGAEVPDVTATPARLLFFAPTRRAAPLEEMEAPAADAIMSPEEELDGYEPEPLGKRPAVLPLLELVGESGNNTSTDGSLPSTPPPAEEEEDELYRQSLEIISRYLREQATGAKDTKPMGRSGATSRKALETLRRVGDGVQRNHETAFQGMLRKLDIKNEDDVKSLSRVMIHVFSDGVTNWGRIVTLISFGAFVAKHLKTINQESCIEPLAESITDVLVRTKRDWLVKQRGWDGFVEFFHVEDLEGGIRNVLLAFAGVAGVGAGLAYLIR
# RGS4-Gao reg: modulators of RGS4 binding to Galphao, primary screen, biochemical, multiplexed bead flow cytometry. Guanine nucleotide-binding protein G(o) subunit alpha (Homo sapiens), P09471. actives lie on both sides. 220,000 compounds, 0.33% hits. binding response (% of control), % at 10 µM. AID 1415, 2008; in the data active means binding response below about 49% or above about 150%; inactive means in between;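 further: fluorescent Galphao activated with aluminum fluoride binding bead-coupled RGS4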
# Mcl1 Noxa PPI: Mcl-1/Noxa binding inhibitors, primary screen, biochemical, TR-FRET, 1536-well; Induced myeloid leukemia cell differentiation protein Mcl-1 (Homo sapiens), Q07820; TR-FRET Mcl-1/Noxa peptide binding, 2 h; inhibition, % at 21.7 µM; 220,000 compounds, 1.5% hits; AID 1022, 2008;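 active means compounds that cut the protein-peptide binding signal by more than 50% relative to plate controls in a single-dose test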;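 further: His-tagged Mcl-1 with rhodamine Noxa BH3 peptide and terbium anti-His antibody; 0% = Mcl-1 plus Noxa peptide wells and 100% = peptide-only wells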
# RGS7-Gao reg: RGS7-Galphao binding modulators, primary screen, biochemical, multiplexed bead flow cytometry. actives lie on both sides. binding response (% of control), % at 10 µM. 220,000 compounds, 0.35% hits. AID 1439, 2008; in the data active means binding response below about 49% or above about 150%; inconclusive means no clear call, values can overlap the other calls; inactive means in between;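 further: fluorescent Galphao held in activated GDP-AlF4 state binding bead-coupled RGS7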
# ABCB1 inh: ABCB1 efflux pump inhibitors, primary screen, cell-based, multiplex, flow cytometry, ABCG2 counter-screen; ATP-dependent translocase ABCB1 (Homo sapiens), P08183; CCRF-Adr cells, JC-1 efflux; inhibition, % at 6.6 µM; 190,000 compounds, 0.067% hits; in the data active means inhibition above about 40%;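 further: 0% = vehicle and 100% = reference inhibitor; higher value means more JC-1 retained so stronger ABCB1 efflux block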
# Mcl-1 Bim block: inhibitors of Bim peptide binding to Mcl-1, primary screen, biochemical, bead-based flow cytometry, multiplex | Induced myeloid leukemia cell differentiation protein Mcl-1 (Homo sapiens), Q07820 | Bim peptide-Mcl-1 binding | inhibition, % at 10 µM | 190,000 compounds, 0.1% hits | AID 1009, 2008; in the data active means inhibition above about 40%;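 further: 0% = no compound tracer wells and 100% = peptide blocker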
# RGS8-Gao: RGS8-Galphao binding modulators, primary screen, biochemical, multiplexed bead flow cytometry; Guanine nucleotide-binding protein G(o) subunit alpha (Homo sapiens), P09471; actives lie on both sides; response (percent of control binding), % at 10 µM; 220,000 compounds, 0.34% hits; AID 1423, 2008; in the data active means response below about 60% or above about 140%; inactive means in between;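 further: Galphao activated as the GDP aluminium fluoride complex binding bead-coupled RGS8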
# Numbers without * were called inactive; ? = inconclusive; . = no result given.
SMILES,ABCG2 block,Avidin fluor,GSH bead fluor,Pf gametocyte,Mcl1 Bid PPI,RGS4-Gao reg,Mcl1 Noxa PPI,RGS7-Gao reg,ABCB1 inh,Mcl-1 Bim block,RGS8-Gao
COC(=O)Cc1cc(OC)c(OC)cc1Cc1cc(OC)c(OC)cc1CC(=O)OC,0,17,33,.,-8,101,-19,102,0.7,0,103
CCCn1nc(C(=O)Nc2nnc(CC)s2)c2ccccc2c1=O,4,10,18,7,8,102,8,?,0.5,-1,100
Cc1ccc(C)c(NS(=O)(=O)c2cc(C(=O)Nc3ccccc3-c3ccccc3)ccc2C)c1,2,37,12,.,9,103,-14,100,0.7,-3,100
CC1CCCCC12NC(=O)N(CC(=O)NC1CCCc3ccccc31)C2=O (stereo unspecified),4,22,12,1,-13,100,-16,99,0.8,-7,100
O=C(NO)c1ccccc1O,-1,8,19,.,-17,102,12,99,0.0,-1,102
CCOC(=O)c1sc(NC(=O)CSc2nc(C)cc(C)c2C#N)c(C#N)c1C,-1,10,7,.,66*,97,-60,101,-0.4,0,99
CCOC(=O)c1cc(NC(=O)C2CCCO2)cc(C(=O)OCC)c1 (stereo unspecified),56,11,29,-1,-20,98,4,93,2.0,-3,98
Cc1ccc(C)c(N2C(=O)CC(N3CCN(Cc4ccc5c(c4)OCO5)CC3)C2=O)c1 (stereo unspecified),1,18,24,-9,-18,98,6,98,0.9,-1,99
COc1ccc(CN2CN(S(=O)(=O)c3cccs3)c3nc4ccccc4nc32)cc1,.,6,.,4,0,95,1,?,.,.,98
CCS(=O)(=O)Nc1cccc(C2=NN(S(=O)(=O)c3ccccc3)C(c3cccs3)C2)c1 (stereo unspecified),-1,9,11,.,-20,101,-7,104,-0.1,0,100
CC(/C=C1\SC(=S)N(C(C(=O)O)C(C)C)C1=O)=C\c1ccccc1 (stereo unspecified),0,13,11,-6,-32,101,10,102,-0.6,0,103
Cc1ccc(C(NC(N)=O)c2ccccc2C)cc1 (stereo unspecified),0,8,5,.,-23,98,6,99,0.2,3,100
CCN1CCCc2cc(CN(CCN3CCOCC3)C(=S)Nc3cccc(Cl)c3)ccc21,6,5,10,-2,-53,102,30,89,7.1,-1,98
O=C1N/C(=C/c2cccn2-c2ccccc2)C(=O)N1Cc1ccccc1F,9,1,10,.,-6,84,-1,95,11,-1,92
O=C(Cn1c(CO)nc2ccccc21)Nc1ccccc1Cl,-1,11,13,-1,-19,92,11,?,-0.1,-1,97
CCOc1ccccc1NC(=O)CSc1nnc2ccc(-c3cccnc3)nn12,3,8,9,-2,-19,103,-3,?,0.2,40*,102
O=C1Nc2ccccc2C12NCCc1c2[nH]c2ccccc12 (stereo unspecified),1,8,30,.,-40,95,.,92,0.2,0,97
CCCNC(=O)c1ccccc1NC(=O)c1ccccc1N(C)S(=O)(=O)c1ccc(C)cc1,23,5,.,.,9,89,-3,89,5.0,.,76
CCN1CNC(=S)N(c2ccccc2OC)C1,10,17,17,8,-37,99,10,98,0.6,-3,99
Cc1onc(-c2c(Cl)cccc2Cl)c1C(=O)Nc1c(C)n(C)n(-c2ccccc2)c1=O,0,8,24,1,-7,101,11,101,0.3,-6,102
COc1ccccc1NC(=O)c1ccc(Br)o1,3,6,5,.,19,97,-23,99,0.2,1,100
COc1ccc(N2CCN(Cc3nc(N)nc(N4CCCc5ccccc54)n3)CC2)cc1,-2,11,54,-35,-55,102,48,102,-0.2,-3,103
Cc1ccccc1OC1C(=O)N(CC2CCCO2)C1c1ccc2c(c1)OCO2 (stereo unspecified),2,10,11,17,-43,97,-23,102,0.6,2,98
Oc1cccc(-c2nc3c4c(ncn3n2)-c2ccccc2CC42CCCC2)c1,3,11,21,.,-6,106,9,105,0.5,-1,105
CN1CCN(C(=O)CN(C)S(=O)(=O)c2ccc3ccccc3c2)CC1,2,22,12,3,-14,98,9,94,1.0,3,106
CCOC(=O)c1c(NC(=O)CCCC(=O)O)sc2c1CCC2,3,11,9,5,-6,100,5,101,0.7,0,99
O=C(/C=C/c1ccc(O)cc1)OCc1occc(=O)c1O[C@@H]1OC(CO)[C@@H](O)[C@H](O)[C@@H]1O (stereo partly specified),1,11,16,-28,-18,101,2,100,1.3,-1,104
Cc1cc(C)nc(NS(=O)(=O)c2ccc(NC(=S)NC(=O)C(C)(C)C)cc2)n1,8,10,11,.,-19,96,26,98,0.9,1,96
COc1cc(N2C(=O)CC3(CCCC3)CC2=O)cc(OC)c1OC,.,8,.,-8,-48,101,7,?,.,.,100
C/C=C\C=C\C(=O)Nc1cccc(C2=NOC3(C2)C[C@H](C(N)=O)N(C(=O)c2ccccc2C(=O)c2ccccc2)C3)c1 (stereo partly specified),.,21,.,.,-7,106,32,?,.,.,96
COc1ccc(CCNC(=O)COC(=O)C2CC2)cc1,6,10,12,-30,-8,101,24,?,0.9,3,101
CC1CCN(c2nc3nonc3nc2Nc2ccc(F)cc2)CC1,4,11,14,-31,-10,100,6,104,1.2,0,104
CCN(CC)C(=O)CSc1nc2ncccc2[nH]1,1,5,22,.,-7,98,15,100,0.2,0,93
CCOc1ncccc1C(=O)Nc1nc(C(C)(C)C)cs1,32,15,13,27,-3,102,-19,107,-0.3,-1,100
Fc1ccc(Cn2nnnc2CN2CCN(C3CCCC3)CC2)cc1,1,39,13,7,24,99,23,100,0.3,-3,99
O=C(CN(Cc1ccc(F)cc1)C(=O)C1CSC(=O)C1)NC1CCCCC1 (stereo unspecified),3,35,16,.,7,100,-2,100,1.0,-3,100
Fc1ccc(CNC(=S)Nc2ccc(OC(F)F)cc2)cc1,4,17,9,21,-67,105,5,102,0.3,-3,103
CCOC(=O)C1CCN(C(=O)CSc2cc(=O)n(C)c3ccccc23)CC1,15,14,31,.,-25,107,-2,106,1.4,-5,104
O=C(NCCSCc1ccco1)Nc1cc(Cl)cc(Cl)c1,.,6,.,5,-16,95,24,?,.,.,94
N#C/C(=C\c1ccc(Cl)c([N+](=O)[O-])c1)c1ccccn1,18,8,13,-56,-15,99,-6,99,0.8,-1,98

# Brought forward from above: five compounds; new compounds follow.
SMILES,ABCG2 block,Avidin fluor,GSH bead fluor,Pf gametocyte,Mcl1 Bid PPI,RGS4-Gao reg,Mcl1 Noxa PPI,RGS7-Gao reg,ABCB1 inh,Mcl-1 Bim block,RGS8-Gao
O=C(CN(Cc1ccc(F)cc1)C(=O)C1CSC(=O)C1)NC1CCCCC1 (stereo unspecified),3,35,16,.,7,100,-2,100,1.0,-3,100
Fc1ccc(CNC(=S)Nc2ccc(OC(F)F)cc2)cc1,4,17,9,21,-67,105,5,102,0.3,-3,103
CCOC(=O)C1CCN(C(=O)CSc2cc(=O)n(C)c3ccccc23)CC1,15,14,31,.,-25,107,-2,106,1.4,-5,104
O=C(NCCSCc1ccco1)Nc1cc(Cl)cc(Cl)c1,.,6,.,5,-16,95,24,?,.,.,94
N#C/C(=C\c1ccc(Cl)c([N+](=O)[O-])c1)c1ccccn1,18,8,13,-56,-15,99,-6,99,0.8,-1,98
CCCCC(CC)CNC(=O)c1ncn[nH]1 (stereo unspecified),2,12,22,-24,-10,102,6,98,0.9,0,107
CCCCc1nnc(NC(=O)CSc2nc(=O)cc(N)n2-c2ccccc2)s1,0,6,35,.,-16,98,9,98,0.0,0,100
CC(=O)c1ccc(NS(=O)(=O)c2ccccc2)cc1,1,49*,28,.,-1,106,13,122,0.5,-1,101
CN(C)c1ccc(C2CNC(c3ccc(Cl)c([N+](=O)[O-])c3)c3[nH]c4ccccc4c32)cc1 (stereo unspecified),.,9,.,-7,-79,95,21,?,.,.,96
O=C(Nc1nc(=O)[nH]s1)c1ccccc1,0,23,10,-19,-8,102,1,102,0.3,0,102
O=C1OC2(c3ccccc3)C3CCCC2C13,1,14,47,-1,-24,106,26,101,0.0,1,106
COc1cc([N+](=O)[O-])ccc1N1C(=O)C2C3C=CC(C4CC34)C2C1=O (stereo unspecified),1,8,23,14,7,104,4,99,0.1,-1,102
Cc1nnc(SCC(=O)Nc2ccc(N3CCOCC3)cc2)n1-c1ccccc1,2,11,26,4,-25,105,-127,104,0.3,-5,107
COc1cc2c(cc1OC)C(/C(C#N)=N\O)=NC(C)(C)C2,24,14,25,.,-18,100,-11,100,0.4,-6,98
COc1ccc(N(CC(=O)Nc2cc(OC)ccc2OC)S(C)(=O)=O)cc1,20,21,19,.,-10,99,-1,98,0.5,-1,99
CCOC(=O)/C=C/C(=O)NNC(=O)c1ccccc1Cl,11,11,15,4,-6,93,10,95,0.9,-1,96
COC(=O)Nc1ccc2c(c1)N(C(=O)CCN1CCOCC1)c1ccccc1S2,2,12,11,.,-17,83,18,85,1.0,-3,97
O=C(COc1ccc2oc3c(c2c1)CCCC3)Nc1ccccn1,6,39,10,.,-7,105,12,106,0.6,-2,100

# 2 compounds from above, reduced to Mcl-1 Bim block, Mcl1 Bid PPI and RGS7-Gao reg:
Structure	Mcl-1 Bim block	Mcl1 Bid PPI	RGS7-Gao reg
CCCCc1nnc(NC(=O)CSc2nc(=O)cc(N)n2-c2ccccc2)s1	0	-16	98
CC(=O)c1ccc(NS(=O)(=O)c2ccccc2)cc1	-1	-1	122

# No enrichment for hits; any-hit rate near 3.3%.
